High-throughput results (PubChem BioAssay)
ALOX12 inh = blocks human arachidonate 12S-lipoxygenase; P18054; purified 12hLO, xylenol orange hydroperoxide absorbance; Potency, µM (highest dose often 108 µM), without a hit: at the top dose activity change, negative = inhibition, actives largely listed as inhibitors; actives 1.1% (n = 580,000); AID 1671190; also: potency is read from the fitted curve at half-maximal effect; % is scaled to controls: 0 for no effect and ±100 for the full control effect
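Purified human 12hLO (150 nM final) in 25 mM Hepes, 0.01% Triton X-100, pH 7.0 was preincubated 15 min at room temperature with compound. Then 40 uM arachidonic acid was added, 30 min. Hydroperoxide was read by Fe-XO absorbance ratio 573/405 nm.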
RGS4 inh = human RGS4 inhibition; Transcreener GDP fluorescence polarization, RGS4-accelerated GTP hydrolysis; Potency, µM (series often up to 114 µM), inactives show top-dose activity change, negative = inhibition, actives largely listed as inhibitors; actives 0.039% (n = 390,000); AID 504845; also: potency is read from the fitted curve at half-maximal effect; % is scaled to controls: 0 for no effect and ±100 for the full control effect; nearly all actives have a fitted effect of over 75% in size; some results filed as inactive show a strong effect at the top dose
Target sequence (P49798 whole entry, looked up): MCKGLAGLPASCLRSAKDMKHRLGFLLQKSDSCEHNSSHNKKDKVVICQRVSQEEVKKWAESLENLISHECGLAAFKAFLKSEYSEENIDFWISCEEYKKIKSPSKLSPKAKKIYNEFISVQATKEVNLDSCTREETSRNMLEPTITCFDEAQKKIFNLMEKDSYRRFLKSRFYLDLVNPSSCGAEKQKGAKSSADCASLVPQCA
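MLSMR compounds (23 nl, pin-transferred) preincubated 10 min at room temperature with a 500nM (2x) first reagent, then RGS4 at 900nM (2x) plus Transcreener GDP mix added; fluorescence polarization (620/688 nm) read before and after 90 min at 30 °C.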
LDHA block = LDHA (human) enzyme inhibition | activity change, % (values are at about 110 or 230 µM) | actives 0.15% (n = 480,000) | AID 1347041 | P00338 | purified LDHA, NADH/diaphorase-resazurin fluorescence; active compounds read low; in the data active = activity change below about -30%; inconclusive = mostly about -25% to -30%;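 also: plate controls were DMSO wells for no effect and wells without enzyme for full effect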
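Human LDH5 at 2 nM final in Tris HCl pH 7.4 with 0.06 mM NADH and 0.2 mM pyruvate, reacted 5 minutes at room temperature. Remaining NADH coupled via diaphorase/resazurin; resorufin fluorescence read at 0 and 20 minutes, normalized to enzyme-free and DMSO wells.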
D2 ag = D2 dopamine receptor (human) agonism; P14416; activation, % at 2 µM; actives 0.53% (n = 340,000); HEK293 T-REx D2 cells, calcium flux agonist mode;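 active = activation over 3 SD above normal in the single-dose calcium agonist read, cut at about 30% in these data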; also: 0% is about no effect
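Agonism is scored from calcium flux in a force-coupled, inducible HEK293 cell line expressing D2, read kinetically for 180 s after compound addition against dopamine controls.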
Vif-A3F inh = blocks the Vif interaction with APOBEC3F; HeLa A3F-eYFP + Vif (tagged APOBEC3F with the HIV-1 protein that degrades it), YFP fluorescence increase; Potency, µM (series often up to 46.1 µM), for the others: at the highest dose activity, negative = active; actives 0.2% (n = 390,000); also: potency is read from the fitted curve at half-maximal effect; % of control where 0% means no effect; nearly all actives have a fitted effect of over 65% in size
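HeLa cells stably expressing A3F-eYFP plus Vif, plated and incubated overnight at 37 deg C, then exposed to compounds overnight at 37 deg C. Blocked degradation read as raised yellow fluorescence (Ex 488/Em 500-530).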
Vif-A3G inh = Vif-A3G binding inhibition; actives 0.076% (n = 410,000); Q9HC16; AID 602310; Potency, µM (highest dose often 46.1 µM), without a hit: at the top dose activity, negative = active, hits mostly inhibitors; HeLa A3G-eYFP + Vif (tagged APOBEC3G with the HIV-1 protein that degrades it), YFP fluorescence, overnight;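 also: potency is read from the fitted curve at half-maximal effect; % is scaled to controls: 0 for no effect and ±100 for the full control effect; nearly all actives have a fitted effect of over 60% in size; hits raise eYFP signal because A3G escapes Vif-driven loss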
Target sequence (Q9HC16 whole entry, looked up): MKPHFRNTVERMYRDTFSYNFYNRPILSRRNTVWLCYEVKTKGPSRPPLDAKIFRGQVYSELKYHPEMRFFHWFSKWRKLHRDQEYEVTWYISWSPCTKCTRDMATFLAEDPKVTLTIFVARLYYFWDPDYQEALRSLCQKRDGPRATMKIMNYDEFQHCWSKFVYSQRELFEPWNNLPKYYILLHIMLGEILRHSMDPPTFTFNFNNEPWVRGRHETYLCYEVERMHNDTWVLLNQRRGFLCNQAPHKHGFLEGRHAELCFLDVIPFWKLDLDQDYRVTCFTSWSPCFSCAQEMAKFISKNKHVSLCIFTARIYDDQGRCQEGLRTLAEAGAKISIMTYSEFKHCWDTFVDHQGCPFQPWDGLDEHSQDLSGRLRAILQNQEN
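Read-out is eYFP fluorescence (Ex 488/Em 500-530) from Vif-expressing HeLa A3G-eYFP cells; more signal means A3G escaped Vif-mediated degradation. Cells plated overnight, compound pinned in, incubated overnight at 37 deg C.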
Glioma ERSR ind = induces the endoplasmic reticulum stress response in human glioma cells; U87-MG GRP78 promoter luciferase reporter, 16 h; Potency, µM, for the others: top-dose activation, most hits filed as activators; actives 0.02% (n = 420,000); AID 602332; also: potency is read from the fitted curve at half-maximal effect; series mostly up to about 76 µM; % of control where 0% means no effect; nearly all actives have a fitted effect of over 35% in size
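Stably transfected U87-MG human glioma cells carrying a GRP78-based luminescent sensor were seeded at 1000 cells/well, pin-dosed with compounds and incubated 16 h. Luciferase reagent was then added, and end-point luminescence was read after 10 min at room temperature.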
D2 antag = D2 dopamine receptor (human) antagonism; inhibition, % at 10 µM; P14416; actives 2% (n = 340,000); AID 485344; HEK293 TREx D2 cells, calcium flux, dopamine EC80; in the data active = inhibition above about 30%; also: 0% is about no effect
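Dopamine at EC80 is the agonist stimulus; test compounds precede it by 180 s. Calcium flux read kinetically in a force-coupled, inducible HEK293 T-REx D2 cell line.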
ERG Ets-DNA blk = ERG Ets/DNA interaction inhibition; P11308; fluorescence polarization, His-ERG Ets domain / labelled DNA; Potency, µM (doses to about 76.9 µM), for inactives: at the top dose FP activity, negative = inhibition, usual class: inhibitors; actives 0.028% (n = 370,000); AID 624246; active = well fitted inhibition curve with a large enough effect in the polarisation, with a control signal flat; inconclusive = small, poorly fitted or top-dose-only effect, or effect the other way, or a change in a side signal; inactive = no such curve, though single readings can be large or run the other way; the % refers to the polarisation;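 also: polarization taken with two DNA probes labelled with fluorescein and Texas red; potency is read from the fitted curve at half-maximal effect; % of control where 0% means no effect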
Target sequence (P11308 whole entry, looked up, the tested form may be a part): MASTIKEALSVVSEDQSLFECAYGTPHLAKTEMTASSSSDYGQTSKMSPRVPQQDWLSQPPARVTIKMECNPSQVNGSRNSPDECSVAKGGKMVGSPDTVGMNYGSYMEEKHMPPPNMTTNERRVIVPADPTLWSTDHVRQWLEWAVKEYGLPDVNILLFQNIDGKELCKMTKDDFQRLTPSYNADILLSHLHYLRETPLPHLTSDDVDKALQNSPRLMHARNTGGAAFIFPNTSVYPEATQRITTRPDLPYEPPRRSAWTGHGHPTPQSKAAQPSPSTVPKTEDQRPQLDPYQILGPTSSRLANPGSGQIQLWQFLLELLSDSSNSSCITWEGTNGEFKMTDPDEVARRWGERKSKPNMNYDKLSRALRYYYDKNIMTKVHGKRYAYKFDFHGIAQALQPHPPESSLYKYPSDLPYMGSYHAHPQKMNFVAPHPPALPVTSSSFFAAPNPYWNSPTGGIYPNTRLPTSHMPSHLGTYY
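His-tagged ERG Ets domain (1 uM in the protein solution; 300mM KCl, 50mM Tris-HCl, 1mM EDTA, 1mM DTT, pH 7.5) received compound, then a probe mix of 5 nM fluorescein-DNA and 100nM Texas-615-DNA. Fluorescence polarization was read for both dyes.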
* = called active by the depositor; ? = inconclusive; nt = not tested or not shown; & = joins results of further samples; ! = not confirmed by another sample; [ ] = remark or other dose. Unless noted, calls follow the shape of the dose curve; as a rule, active = well fitted curve in the direction sought with a large enough effect; inconclusive = small, poorly fitted or top-dose-only effect, or another doubt; inactive = no such curve, though single readings can be large; an effect the other way counts as inactive or inconclusive.

Sample of the layout:
SMILES	ALOX12 inh	RGS4 inh	LDHA block	D2 ag	Vif-A3F inh	Vif-A3G inh	Glioma ERSR ind	D2 antag	ERG Ets-DNA blk
CC(=O)C(Cc1ccccc1)NC(=O)CN(C)Cc1ccccc1Cl (stereo not given)	6%	-5%	3	-1.2	-21%	-1%	1%	4	13%
Cc1cccc(NC(=S)NC(NC(=O)c2ccco2)C(Cl)(Cl)Cl)c1 (stereo not given)	?	-14%	-11	0.6	-13%	3%	3%	30*	-3%

This part in full, repeating the preview:
SMILES	ALOX12 inh	RGS4 inh	LDHA block	D2 ag	Vif-A3F inh	Vif-A3G inh	Glioma ERSR ind	D2 antag	ERG Ets-DNA blk
CC(=O)C(Cc1ccccc1)NC(=O)CN(C)Cc1ccccc1Cl (stereo not given)	6%	-5%	3	-1.2	-21%	-1%	1%	4	13%
Cc1cccc(NC(=S)NC(NC(=O)c2ccco2)C(Cl)(Cl)Cl)c1 (stereo not given)	?	-14%	-11	0.6	-13%	3%	3%	30*	-3%
CCOC(=O)c1ccc(NC(=O)c2noc3c2CCCC3)cc1	-6%	9%	5	nt	-2%	5%	-7%	nt	4%
CCCCCOc1ccc(NC(=O)CCCC(=O)O)cc1	-22%	10%	1	-0.8	6%	2%	-6%	-12	1%
CCOc1ccc(NC(=O)CC2C(=O)N(CC)C(=S)N2CCNC(C)=O)cc1 (stereo not given)	-25%	2%	-1	0.3	2%	2%	-2%	-10	6%
COc1ccc(N=Cc2ccc(N(CCC#N)CCC#N)cc2)cc1	7%	-16%	9	nt	8%	-2%	0%	nt	nt
O=C(O)C1C2C=CC(O2)C1C(=O)NCCc1cccc(Cl)c1 (stereo not given)	-15%	-15%	-4	19	-13%	-5%	-1%	-12	17%
CCOc1ccccc1NC(=O)c1cc2cc3cc(C)ccc3nc2s1	-29%	12%	-5	-1.1	-1%	-2%	1%	nt	-1%
Cc1cc(C(=O)C(C)Sc2cccc[n+]2[O-])c(C)n1-c1ccc(Cl)cc1 (stereo not given)	-7%	-37%	-3	-0.6	?	-8%	-11%	3	6%
COc1ccc(N(CC(=O)NC(C)c2ccccc2)S(=O)(=O)c2c(C)nn(C)c2C)cc1 (stereo not given)	-22%	-2%	1	-0.5	6%	0%	0%	nt	-7%
COc1ccc(S(=O)(=O)N2CCOC2CNC(=O)C(=O)NCCN2CCOCC2)cc1C (stereo not given)	0%	3%	-5	0.1	2%	-5%	-5%	6	0%
O=C(CCN1C(=O)/C(=C\c2ccccc2)SC1=S)Nc1ccc(C(=O)O)cc1	-16%	-10%	-10	0.0	-12%	-2%	-3%	-22	26%
Cc1ccccc1N1CCN(S(=O)(=O)Cc2ccccc2)CC1	nt	-14%	-3	-1.0	1%	3%	6%	-7	0%
Cc1cc(C)cc(C(=O)NCC(=O)N2CCC3(CC2)NCCc2[nH]cnc23)c1	?	-11%	-2	0.1	0%	1%	-4%	1	-4%
CCN1CCN(C(=O)CSc2cc(=O)n(CC)c3ccccc23)CC1	-3%	1%	-4	1.2	0%	0%	-2%	-5	-7%
COc1cccc(N2CCN(C(=O)Cn3c(-c4cccs4)cc4ccccc43)CC2)c1	0%	10%	-5	-1.2	2%	4%	-4%	nt	3%
CCc1ccc(C(=O)c2cnc3ccc(C)cc3c2S(=O)(=O)c2ccc(OC)cc2)cc1	-30%	29%	-5	0.5	-8%	2%	-5%	nt	-2%
CCn1c(=S)sc2c(=O)n(-c3ccccc3)c(SC)nc21	-7%	4%	2	-1.1	0%	0%	-5%	-29	-5%
Cc1c(C2C(C#N)=C(N)OC3=C2C(=O)CCC3)cnn1C (stereo not given)	-13%	11%	2	0.6	1%	0%	-2%	-4	4%
CCN1C(=O)[C@H]2[C@@H](c3ccc(C)cc3)N3C(=O)N(c4ccc(C)cc4)C(=O)[C@@]3(Cc3ccc(Cl)cc3)[C@H]2C1=O	?	-7%	-4	45*	4%	0%	0%	-18	-2%
O=S1(=O)CCO[C@H]2Cc3ccccc3[C@H]2N1Cc1ccccc1F	9%	-14%	0	-1.7	2%	0%&0%	-5%&-3%	-7	1%
O=C(Nc1ccccc1)Nc1cc(OCC(F)(F)F)cc(OCC(F)(F)F)c1	-6%	-23%	-4	2.9	6%	9%	?	9	19%
CCOC(=O)c1ccc(NC(=O)NCc2ccccn2)cc1	3%	46%	1	-0.7	-3%	-5%	2%	-22	-6%
CCc1ccc2c(CN3CCOCC3)cc(=O)oc2c1	-13%	-37%	0	-0.2	-1%	1%	3%	17	20%
CCN(CC)S(=O)(=O)c1ccc(NC2c3ccccc3C(=O)N2Cc2ccc3c(c2)OCO3)cc1 (stereo not given)	24%	35%	1	-0.3	-4%	4%	-2%	-13	-3%
SMILES	ALOX12 inh	RGS4 inh	LDHA block	D2 ag	Vif-A3F inh	Vif-A3G inh	Glioma ERSR ind	D2 antag	ERG Ets-DNA blk
O=C1[C@H](Cc2ccccc2)NCC=CC[C@H](c2ccc(Cl)cc2)N1Cc1ccc(Cl)cc1	-7%	5%	0	nt	-12%	-15%	1%	nt	5%
CCOC(=O)N1CCN(c2c(NCCN3CCN(Cc4ccccc4)CC3)c(=O)c2=O)CC1	1%[57.4 µM]	14%	-7	1.4	0%	2%	-2%	-5	2%
Cc1c(Cl)cccc1NC(=O)N1CCCC1	2%	12%	-14	-1.6	6%	0%	2%	11	4%
COc1ccc(/C=N/NC(=O)CCCOc2ccc(Cl)cc2Cl)cc1[N+](=O)[O-]	0%	-45%	-10	0.3	-2%	-3%	-2%	-1	-1%
CCN(C(=O)COC(=O)/C(C#N)=C/c1ccc(OC)cc1)C1CCS(=O)(=O)C1 (stereo not given)	-30%	-52%	-2	-0.2	-15%	0%	-5%	36*	7%
COc1cc(/C=N/NC(=O)Cc2nnc(NC(=O)c3ccccc3)s2)ccc1O	1%	-22%[56.9 µM]	-5	0.1	-33%	-4%	-3%	-24	-1%
CC1CCN(c2ccc(S(=O)(=O)Nc3cc(C(=O)O)cc(C(=O)O)c3)cc2[N+](=O)[O-])CC1	0%	-1%	-3	0.5	2%	0%	-4%	1	-10%
O=c1cc(N2CCC3(CC2)OCCO3)[nH]c(=O)n1-c1ccc(Br)cc1	9%	-15%	-6	nt	-4%	0%	0%	nt	4%
CC(=O)/C(C(=N)N1CCN(Cc2ccccc2)CC1)=C(\C)O	0%	-53%	1	1.4	-10%	0%	-1%	27	-1%
Cc1cc(C)c2c(c1)/C(=N/NC(=O)c1cc(C)oc1C)CCC2	10%	-8%	-3	-0.1	-6%	2%	0%	4	3%
O=C(O)c1ccc(N=Nc2c(O)[nH]c3ccccc23)cc1	-39%	-9%	-6	nt	15%	-14%	-12%	nt	-4%
COc1ccc(CNC(=O)COc2ccc(S(=O)(=O)N3CCCCC3)cc2Cl)cc1	-5%	-23%	-1	nt	5%	1%	-4%	nt	-10%
CC1(C(=O)NS(=O)(=O)c2cccc(C#N)c2)CCN1C(=O)c1ccco1 (stereo not given)	?	nt	-14	nt	nt	-2%	0%	nt	nt
Cc1cc2cc3c(cc2nc1SCC(=O)N1CCCC1)OCCO3	11%	16%	-9	-1.0	12%	-5%	-3%	7	-9%
O=C(NCc1ccccc1)c1ccc(Cl)c(S(=O)(=O)N2CCCC2)c1	?	15%	-1	nt	-10%	-1%	-2%	nt	14%
CCCc1cc(=O)[nH]c(Nc2ccc(N3CCCCC3)cc2)n1	0%	?	13	0.4	-10%	3%	-1%	9	-9%
Cc1ccc(-n2nc(C(=O)NCCc3cccc(C)c3)c3c4ccccc4n(C)c3c2=O)cc1	-48%	2%	-4	-0.9	-3%	-5%	-2%	nt	-3%
CCc1cccc2c(C(=O)COC(=O)C3=NNC(=O)CC3)c[nH]c12	1%&-2%	2%	4&-6	0.9	-6%	4%	0%	0	9%
CN(C)c1ccc(NC(=O)CSc2nnc(-c3cnccn3)n2C)cc1	-5%	-4%	-2	-1.5	3%	1%	1%	-6	-1%
C/C(CC(=O)Nc1ccccn1)=N\NC(=O)c1ccc(C)cc1	24%	5%	-3	-2.0	16%	0%	0%	0	nt
O=C(Nc1ccccn1)C(=O)N1CCCCC1	-4%	-30%	0	0.3	-3%	1%	3%	12	4%
CC(NC(=O)c1cc(S(=O)(=O)N2CCCC2)ccc1Cl)c1ccccn1 (stereo not given)	-6%	-9%	-1	0.6	0%	0%	-1%	0	5%
Oc1cccc(Nc2ccccc2)c1	-28%	-17%	5	-0.6	4%	1%	-1%	8	2%
COC(=O)c1ccc2c(c1C(=O)OC)CN(S(=O)(=O)C(C)(C)C)[C@H]2CCO	-11%	-14%	0	nt	4%	0%	-4%	nt	6%
CC(C)(C)NC(=O)C(Cc1ccccc1)NS(=O)(=O)c1ccc2c(c1)CCC(=O)N2 (stereo not given)	5%	-20%	3	-0.2	-2%	0%	3%	1	-11%
CCOc1ccccc1NC(=O)c1cnc(NS(=O)(=O)c2ccccc2)nc1	6%	8%	-9	-0.4	12%	-6%	-5%	-16	-26%
c1ccc(-c2cc3ccccc3[nH]2)cc1	-6%	4%	-2	-1.1	0%	-3%	7%	-26	?
COc1ccccc1COCC(O)CN(Cc1ccco1)Cc1ccccc1O (stereo not given)	-31%	-25%	3	-0.9	1%	1%	-4%	7	6%
Oc1c(I)cc(I)c2cccnc12	32µM*!	-29%	-5	1.0	-2%	1%	-3%&-5%	4	-18%

The list is partial; rates above refer to the full screens.
